From PubChem BioAssay
Cneo AK release – Cryptococcus neoformans lysis via adenylate kinase release; C. neoformans lysis, adenylate kinase release luminescence, 4 h; normalised: neutral wells 0, clomiphene wells 100; AID 651654; 360,000 tested, 0.2% active; lysis activity, % at 15 µM;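 active = mean lysis activity across replicates of at least 80%, whatever share of replicates individually reach that level; inactive = mean lysis activity below 80%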
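Material – Cryptococcus neoformans yeast cells · Quantity – 5 × 10^6 yeast cells/mL · Buffer or medium – YPD medium · Compound – single dose · Timing – 4 h static compound exposure, 37 °C, read 1 h post-reagent · Signal – adenylate kinase release luminescence · Read-out basis – lysis from increased AK signal · Benchmarks – Clomiphene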
C2C12 statin – protects C2C12 myotubes from simvastatin toxicity. 330,000 tested, 0.78% active. rescue of ATP level, % at 7.49 µM. ATP luminescence, 48 h; scaled: DMSO 0, geranylgeraniol control 100;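 active = mean ATP rescue above about 67%, or every replicate alone reaching that limit, limit read from the data, passing the limit was not always enough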;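 note: myotubes were challenged with 10 µM simvastatin during compound exposure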
PglD DTNB – PglD (C. jejuni) enzyme inhibition | purified PglD enzyme, DTNB colorimetric CoA detection | inhibition, % at 12.5 µM | 360,000 tested, 0.098% active | AID 602405; in the data active = inhibition above about 16%, passing the limit was not always enough; note: strong numbers were not always called active
miR-122 sensor – miR-122 inhibition in Huh7 cells. Huh7 miR-122 Renilla luciferase sensor, 48 h; neutral wells = 0, positive control = 100. 340,000 tested, 0.3% active. activation (reporter increase), % at 12.5 µM;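 active = mean replicate activation score at least 90 and every replicate individually at or above 90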;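 note: higher luciferase means less miR-122 activity so hits act as miR-122 inhibitors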
CFTR F508del cor – correctors of CFTR F508del function in bronchial epithelial cells; CFBE cells, YFP halide quenching; stimulated with forskolin plus potentiator P3; % fluorescence drop versus neutral controls; activity (quench increase), % at 7.58 µM; 350,000 tested, 0.36% active;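 active = mean added fluorescence quench of at least 8% versus neutral control, with both replicates also reaching 8%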;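 note: cells transiently co-express mutant CFTR-F508del with the halide-sensitive YFP; corrector assay measuring rescue of mutant channel to the surface after 24 h compound exposure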
GSIS activator – GLuc luminescence reporter in INS-1E cells, primary screen for activators of glucose-dependent secretion of insulin; INS-1E GLuc reporter insulin secretion, 2-3 h; activation, % at 16.6 µM; 370,000 tested, 0.61% active;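 active = lowest replicate activation of at least 40%, so every replicate reaches that level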;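 note: 0% = median of neutral control wells and 100% = median of IBMX positive control wells; some compounds called inactive have numbers as strong as hits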
FN deposit inh – fibronectin deposition inhibition; AH1F fibroblasts, Alexa488-fibronectin deposition fluorescence, overnight; inhibition, % at 12.6 µM; 350,000 tested, 0.086% active; AID 743247;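 active = mean inhibition across replicates of 30% or more, regardless of how many single replicates reach that level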;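 note: positive control wells lacked labelled fibronectin entirely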
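Measured by – fluorescence 485/525 nm · System – AH1F fibroblast monolayer, labelled fibronectin deposition · Amount – 10000 cells per well · Buffer or medium – serum-reduced DMEM (2% serum) · Doses – single dose, pinned · Also added – fluorescent fibronectin at 24 nM final · Schedule – 1 h cell attachment, overnight exposure to compound and label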
PGC1a acetyl inh – lowers PGC1a acetylation signal in U2OS cells | AlphaScreen anti-acetyl-lysine; with virally co-expressed GCN5 acetyltransferase | inhibition, % at 15.6 µM | 350,000 tested, 0.17% active;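 active = every replicate shows inhibition of at least 40%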;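 note: 0% = neutral control wells and 100% = positive control wells; some results beyond the cut were filed as inactive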
* marks the source's active call; other numbers are inactive results; . = no result given; & = joins results of further samples; [ ] = remark or other dose.

SMILES	Cneo AK release	C2C12 statin	PglD DTNB	miR-122 sensor	CFTR F508del cor	GSIS activator	FN deposit inh	PGC1a acetyl inh
CCOc1cc(NC(=O)c2ccccc2C(=O)O)c(OCC)cc1NC(=O)c1ccccc1F	-2.8	5.5	5.8	-10.7	0.5	.	5.1	12.7
COc1ccc(C(=O)OCC(=O)NCc2cccs2)c(OC)c1OC	22.4	6.1	2.4	-3.0	1.3	-1.4	8.1	4.7
O=[N+]([O-])c1ccc(Cl)cc1NCC1CCCO1 (stereo unspecified)	-4.1	-4.4	-2.0	-0.5	-1.2	23.0	0.9	.
CCn1c(=O)c(C(=O)NCc2ccccc2Cl)c(O)c2ccccc21	-4.0	-2.7	5.9	-1.1	-0.1	8.2	5.4	-4.7
O=C(Cc1ccncc1)N1C[C@@H]2N[C@H](C1)C2c1ccc(/C=C/c2ccccc2)cc1 (stereo partly specified)	.	.	.	.	0.9&1.9	6.4&-5.6	-3.7&1.3	-9.7&-9.5
O=C(OCc1ccccc1F)c1cc(S(=O)(=O)N2CCCCC2)ccc1N1CCOCC1	2.1	7.8	-2.4	1.3	-0.9	-10.9	5.1	.
Cc1cccc(S(=O)Cc2ccc(C(=O)N3CCOCC3)o2)c1 (stereo unspecified)	-1.9	-4.9	-3.0	-12.3	-0.4	-0.2	-0.9	-1.2
Cn1cc(Br)c(C(=O)NNC(=O)c2ccccc2)n1	-2.3	.	-4.8	3.8	.	42.0*	1.8	.
CC(C)C(c1nnnn1C1CCCC1)N1CCC(C(N)=O)CC1 (stereo unspecified)	.	.	.	0.9	-3.5	-1.6	-1.8	11.8
CC1CCN(CCCNC(=O)CCc2nnc3n(CCc4ccccc4)c(=O)c4ccccc4n23)CC1	-0.3	-7.1	6.5	0.2	1.4	1.1	6.3	33.9
C[C@H]1CN([C@@H](C)CO)C(=O)c2cccc(NC(=O)c3cnccn3)c2O[C@H]1CN(C)S(=O)(=O)c1ccccc1	.	-6.6	.	7.7[16.7 µM]	-2.8	-12.1	.	-2.1
O=C(Nc1oc2ccccc2c(=O)c1-c1ccc2c(c1)OCO2)c1ccco1	2.8	-7.8	3.2	3.3	0.0	.	6.8	-8.4
Cc1nc(=O)cc(-c2ccccc2)n1-c1ccccc1	-1.3	-2.6	5.1	-3.5	0.0	-7.8	.	3.2
Cc1ccc(C(O)c2ncc(-c3ccccc3C)[nH]2)cc1F (stereo unspecified)	-12.9	4.3	2.1	20.6	-1.0	-10.5	0.5	-2.4
COc1ccc(CN(C(=O)CSc2nnc(-c3c[nH]c4ccccc34)o2)c2ccc(F)cc2)cc1OC	-1.6	-138.9	-3.5	-0.4	.	.	5.0	-11.9
COCCn1c(-c2ccccc2F)n[nH]c1=S	-0.5	137.2*	7.3	1.2	.	10.0	.	-0.5
CN(CCO)C(=O)c1cccc2c1-c1ccccc1C2=O	2.1	-6.5	-2.7	-2.3	1.2	-0.1	.	7.4
CCOc1cccc(CN2CCN(Cc3ccc(C)o3)C(CCO)C2)c1O (stereo unspecified)	0.4	9.9	-0.2	1.0	1.0	.	1.2	0.4
CC(C)C(C(=O)NCc1ccco1)N(Cc1ccco1)C(=O)CNS(=O)(=O)c1ccc(F)cc1 (stereo unspecified)	1.9	6.2	-2.9	-13.7	-1.5	25.3	-1.2	3.9
Cc1ccc(C)c(S(=O)(=O)N2CCC3(CC2)OCCO3)c1	-1.2	.	3.5	0.5	1.0	-7.2	.	-3.2
CSc1nc(C)c(C(=O)C[n+]2ccccc2C)cc1C#N	.	.	.	.	-5.0	6.4	-1.9	-15.2
C[C@H](CO)N1C[C@H](C)[C@@H](CN(C)Cc2cccc(F)c2)Oc2cc(-c3ccccc3)ccc2S1(=O)=O	63.5	-50.2	1.4	52.3[16.7 µM]	5.2	11.7	14.2	23.8
O=C(COC(=O)c1ccccc1OC(F)F)Nc1ccc(N2CCCCC2)cc1	2.9	1.7	4.1	-6.0	0.0	-3.4	-4.1	0.0
CC1CCCCC12NC(=O)N(CC(=O)OCc1c(F)cccc1Cl)C2=O (stereo unspecified)	-0.8	1.3	-4.2	-5.4	1.5	4.3	4.5	-3.8
O=C(Nc1ccc(CN2CCOCC2)cc1)c1cccc(F)c1	-5.9	-4.5	2.2	-3.2	.	18.7	-2.5	3.8
COc1ccccc1NC(=O)c1c(NC(=O)c2ccco2)sc2c1CCC2	2.4	-18.6	4.4	.	.	.	.	-5.2
Cc1cc(Br)ccc1NC(=O)CCN1C(=O)c2ccncc2C1=O	-2.1	1.7	-0.8	1.6	.	.	-4.4	-7.9
O=C(C[C@H]1C[C@@H]2c3cc(NC(=O)Nc4ccccc4F)ccc3O[C@@H]2[C@H](CO)O1)NCc1ccc2c(c1)OCO2	53.7	3.7	4.1	-1.4[16.7 µM]	1.4	-0.8	.	-5.2
C[C@H](CO)N1C[C@H](C)[C@@H](CN(C)C(=O)Nc2cccc3ccccc23)Oc2ccc(NC(=O)Cc3cn(C)c4ccccc34)cc2C1=O	-0.5	-4.8	0.7	2.2[16.7 µM]	3.7	4.2	.	-7.7
CCCNC(=O)C[C@H]1CC[C@@H]2[C@@H](COc3ccc(NC(=O)c4cccc(Cl)c4)cc3C(=O)N2C)O1	4.2	9.8	-2.3	0.0[16.7 µM]	0.1	-5.1	-15.6	-4.8

For reference, some entries already given:
SMILES	Cneo AK release	C2C12 statin	PglD DTNB	miR-122 sensor	CFTR F508del cor	GSIS activator	FN deposit inh	PGC1a acetyl inh
CC1CCCCC12NC(=O)N(CC(=O)OCc1c(F)cccc1Cl)C2=O (stereo unspecified)	-0.8	1.3	-4.2	-5.4	1.5	4.3	4.5	-3.8
O=C(Nc1ccc(CN2CCOCC2)cc1)c1cccc(F)c1	-5.9	-4.5	2.2	-3.2	.	18.7	-2.5	3.8
COc1ccccc1NC(=O)c1c(NC(=O)c2ccco2)sc2c1CCC2	2.4	-18.6	4.4	.	.	.	.	-5.2
Cc1cc(Br)ccc1NC(=O)CCN1C(=O)c2ccncc2C1=O	-2.1	1.7	-0.8	1.6	.	.	-4.4	-7.9
O=C(C[C@H]1C[C@@H]2c3cc(NC(=O)Nc4ccccc4F)ccc3O[C@@H]2[C@H](CO)O1)NCc1ccc2c(c1)OCO2	53.7	3.7	4.1	-1.4[16.7 µM]	1.4	-0.8	.	-5.2
C[C@H](CO)N1C[C@H](C)[C@@H](CN(C)C(=O)Nc2cccc3ccccc23)Oc2ccc(NC(=O)Cc3cn(C)c4ccccc34)cc2C1=O	-0.5	-4.8	0.7	2.2[16.7 µM]	3.7	4.2	.	-7.7

Additional records:
SMILES	Cneo AK release	C2C12 statin	PglD DTNB	miR-122 sensor	CFTR F508del cor	GSIS activator	FN deposit inh	PGC1a acetyl inh
Cc1c(Nc2ncnc3nc[nH]c23)c(=O)n(-c2ccccc2)n1C	1.1	-19.3	-2.3	3.2	-1.5	18.3	5.0	-0.3
COc1ccc(C2SCC(=O)N2c2ccc(OC)cc2)cc1 (stereo unspecified)	0.1	-2.6	4.3	-3.5	-0.5	14.0	-0.5	-1.8
COc1ccc(N2CCN(C(=O)Cc3csc(NC(=O)Nc4ccccc4OC)n3)CC2)cc1	-4.5	19.7	-2.5	-10.8	-5.7	-12.2	4.3	-4.1
Cc1ccc(CC2(c3ccccc3)NC(=O)NC2=O)cc1 (stereo unspecified)	1.7	-0.3	8.6	-5.6	2.1	-9.1	-3.6	-3.1
C[C@@H]1CN([C@H](C)CO)C(=O)c2cc(NS(=O)(=O)c3ccccc3)ccc2O[C@@H](C)CCCCO[C@@H]1CN(C)Cc1ccc(C(=O)O)cc1	6.6	-56.9	0.9	-0.4[16.7 µM]	-1.1	4.0	-0.1	18.8
Cc1c(C)c2ccc(OC(C)C(=O)NCCCn3ccnc3)c(C)c2oc1=O (stereo unspecified)	0.1	14.0	-2.3	5.6	-0.3	21.0	3.7	-1.6
C[C@@H]1CN([C@H](C)CO)C(=O)Cc2cc(NS(=O)(=O)c3cccs3)ccc2O[C@@H]1CN(C)Cc1ccc(C(F)(F)F)cc1	-0.9	54.5	-1.4	4.7[16.7 µM]	2.4	-9.3	.	-1.0
CN(CC(=O)Nc1ccc(Cl)c(Cl)c1)C(=O)/C=C/c1ccc(F)cc1	.	.	2.0	2.4	.	-19.3	-6.9	-2.1
COc1ccc(S(=O)(=O)N(C)C[C@H]2Oc3c(NC(=O)Nc4cccc5ccccc45)cccc3C(=O)N([C@@H](C)CO)C[C@H]2C)cc1	-1.6	.	-0.6	-15.8[16.7 µM]	-2.6	7.1	5.8	17.1
COC(=O)c1cn(CC(=O)NC2CCCCCC2)c2ccccc12	1.2	4.7	-0.2	0.0	.	.	.	-10.5
COc1ccccc1-c1c(C(F)(F)F)oc2cc(OC(=O)c3ccccc3[N+](=O)[O-])ccc2c1=O	-1.0	8.1	3.1	0.4	.	.	-2.1	-1.4
C[C@H](CO)N1C[C@H](C)[C@@H](CN(C)C(=O)Cc2ccncc2)Oc2cc(C#CC3CCCCC3)ccc2S1(=O)=O	-8.3	-0.2	0.2	11.4[16.7 µM]	-1.0	-6.4	.	1.7
O=C(CCC(=O)N1CCCC1)Nc1ccc(Cl)c(Cl)c1	-0.1	-4.5	2.1	.	1.6	-0.1	7.5	.
COc1ccc(NC(=O)N2C[C@H](O)COC[C@@H]3O[C@@H](CC(=O)N4CCN(C)CC4)CC[C@H]32)cc1	0.4	0.8	-1.3	1.5[16.7 µM]	1.9	-1.7	3.4	4.9
COCCNC(=O)C1(C)CCCN(C(=O)c2c(F)ccc(C)c2F)C1 (stereo unspecified)	-0.1	5.2	1.6	.	-2.4	.	.	-8.0
Cc1ccc(C)c(OCC(=O)N2CCN(c3ncccn3)CC2)c1	0.5	14.2	-5.0	-0.1	-4.1	4.3	2.6	5.3
C[C@@H]1CN([C@H](C)CO)S(=O)(=O)c2ccc(C#CC(C)(C)O)cc2O[C@H]1CN(C)Cc1ccccc1	-3.8	-113.1	2.3	24.4[16.7 µM]	-3.2	-5.4	12.1	-13.0
Cc1cc(C)c2[nH]c(=O)c(CN(Cc3cccnc3)C(=S)NCCCN(C)C)cc2c1	.	.	.	.	-0.8	-4.1	-3.0	4.9
COc1cc(OC)cc(C(=O)Nn2cnnc2)c1	-1.4	-3.2	1.8	-12.0	0.7	2.2	-2.1	-8.7
CCn1nc(C)c(CNC(=O)CCc2nnc(Cc3c[nH]c4ccccc34)o2)c1C	2.8	-3.9	-0.5	8.4	1.1	18.7	.	-4.5
C/C(=N\NC(=O)c1cc(-c2ccco2)nc2ccccc12)c1cccnc1	-2.5	7.7	5.2	-1.5	0.6	-6.9	-3.8	.
c1cncc(-c2nn3cnnc3s2)c1	2.4	-2.4	-3.7	-1.0	.	.	4.2	-14.4
Cc1noc(C)c1NC(=O)Nc1ccc2c(c1)CC(=O)N([C@H](C)CO)C[C@H](C)[C@H](CN(C)CC1CCCCC1)O2	3.6	-14.1	5.5	-9.0[16.7 µM]	-2.5	-4.0	.	-2.5
Cn1cnc(CCNC(=O)C[C@H]2CC[C@H]3[C@@H](COC[C@H](O)CN3C(=O)C3CC3)O2)c1	-5.7	-12.9	2.4	7.2[16.7 µM]	-1.6	4.4	-4.9	5.8
